Mdm2 ligase inh: blocks human Mdm2 ubiquitin ligase activity. Q00987. cell-based MDM2 ubiquitination luciferase reporter, 2 h; 0 = plate control, 100 = twice control, blank-subtracted. signal enhancement, % at 5 µM. 210,000 compounds, 0.11% hits. AID 1230;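 active means signal enhancement of 30% or more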;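 further: luminescence tracks abundance of the self-degrading MDM2-luciferase fusion protein; higher signal means inhibition of MDM2 E3 ligase activity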
Target sequence (Q00987 whole entry, looked up, the tested form may be a part): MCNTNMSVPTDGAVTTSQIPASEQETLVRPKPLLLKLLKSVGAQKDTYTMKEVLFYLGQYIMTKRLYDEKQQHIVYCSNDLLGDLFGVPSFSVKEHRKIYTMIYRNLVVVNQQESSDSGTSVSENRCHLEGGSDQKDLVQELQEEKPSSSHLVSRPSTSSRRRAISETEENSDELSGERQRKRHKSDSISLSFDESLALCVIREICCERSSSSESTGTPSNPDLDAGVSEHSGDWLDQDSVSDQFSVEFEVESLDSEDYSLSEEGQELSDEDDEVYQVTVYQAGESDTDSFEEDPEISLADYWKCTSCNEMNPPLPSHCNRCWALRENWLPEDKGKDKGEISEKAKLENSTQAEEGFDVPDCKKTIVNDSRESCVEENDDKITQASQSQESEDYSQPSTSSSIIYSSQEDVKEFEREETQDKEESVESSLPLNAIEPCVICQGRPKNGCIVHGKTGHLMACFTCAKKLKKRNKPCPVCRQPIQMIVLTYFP
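system = mammalian cells stably expressing self-ubiquitinating, self-degrading MDM2 E3–luciferase fusion | quantity = 2000 cells per well seeded | incubation = 4 h cell settling then 2 h compound exposure, 37 °C | signal = SteadyLite luminescence, 15 min reagent step | benchmarks = plate control and blank wells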
hK5 inh: inhibitors of human kallikrein 5 | Q9Y337 | recombinant hK5, fluorogenic AMC substrate cleavage | inhibition, % at 5 µM | 210,000 compounds, 0.59% hits;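 active means inhibition of 40% or more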;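 further: 0% = enzyme controls without compound and 100% = no-enzyme blanks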
Target sequence (Q9Y337 67-293 limits assumed): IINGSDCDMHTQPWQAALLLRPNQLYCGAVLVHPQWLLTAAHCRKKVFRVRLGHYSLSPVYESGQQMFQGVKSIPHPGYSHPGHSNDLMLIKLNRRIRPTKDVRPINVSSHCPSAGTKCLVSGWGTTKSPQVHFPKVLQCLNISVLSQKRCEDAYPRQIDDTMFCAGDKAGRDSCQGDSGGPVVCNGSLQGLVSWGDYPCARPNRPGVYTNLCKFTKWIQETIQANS
Rad51 HR inh: Rad51 (human) homologous recombination inhibition; Q06609; hRad51 DNA strand exchange, fluorescence dequenching; inhibition, % at 10 µM; 200,000 compounds, 0.085% hits;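 active means inhibition above 40% at the single screening dose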;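 further: 0% = DMSO control wells and 100% = blanks with heterologous ssDNA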
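Test system – preformed human Rad51 ssDNA filaments · Reagent – Donor/quencher-labelled 47-bp dsDNA substrate · Incubation – 37 °C 15-min filament assembly, 30-min compound preincubation, 15-min exchange · Signal – FRET fluorescence dequenching, excitation 485 nm, emission 520 nm · Read-out – percent inhibition from fluorescence, normalised to plate control and blank means · Benchmarks – plate control and blank wells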
14-3-3 Bad inh: disrupts binding of bovine 14-3-3 zeta to phospho-Bad peptide | P63103 | TR-FRET 14-3-3zeta/Dy647-pBad peptide displacement, 1 h | inhibition, % at 21.7 µM | 220,000 compounds, 0.71% hits | AID 781;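 active means inhibition above about 70%, limit read from the data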;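 further: 0% = full 14-3-3 plus peptide FRET controls and 100% = background without 14-3-3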
Target sequence (P63103 whole entry, looked up): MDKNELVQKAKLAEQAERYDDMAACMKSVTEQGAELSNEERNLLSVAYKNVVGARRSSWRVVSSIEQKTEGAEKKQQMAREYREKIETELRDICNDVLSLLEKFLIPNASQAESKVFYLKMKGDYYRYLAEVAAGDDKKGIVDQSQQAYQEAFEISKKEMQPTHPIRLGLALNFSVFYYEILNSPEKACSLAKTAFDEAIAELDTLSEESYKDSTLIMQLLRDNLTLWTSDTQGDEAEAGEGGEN
eIF4E-4G inh: eIF4E/eIF4G interaction inhibition in translation initiation; P63073+Q04637; TR-FRET eIF4E-eIF4GI(517-606) binding, 2 h; inhibition, % at 21.7 µM; 220,000 compounds, 0.37% hits; AID 782;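 active means inhibition above about 30%, limit read from the data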;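 further: 0% = full FRET control wells and 100% = background wells lacking eIF4GI fragment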
FXIa inh 1536: blocks human coagulation factor XIa protease activity | P03951 | purified FXIa, Boc-Glu-Ala-Arg-AMC fluorogenic substrate | inhibition, % at 5 µM | 220,000 compounds, 0.14% hits;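 active means inhibition of at least 40%; inactive means inhibition below 40%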;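 further: fluorescence of freed AMC excited at 355 nm; 0% = enzyme without compound and 100% = no enzyme blank; many of its hits are not listed in these tables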
FXIIa inh: factor XIIa (human) inhibition. AID 800. purified FXIIa, Boc-QGR-AMC fluorogenic substrate, 2 h. inhibition, % at 5 µM. 220,000 compounds, 0.3% hits; in the data active means inhibition above about 40%;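 further: 0% = enzyme with no compound and 100% = blank without enzyme; many of its hits are not listed in these tables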
p97 inhibitor: human p97 ATPase inhibition. P55072. recombinant p97 ATPase, Kinase-Glo ATP luminescence, 3 h. inhibition, % at 8 µM. 220,000 compounds, 0.42% hits. AID 1481; in the data active means inhibition above about 15%;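 further: 0% = DMSO vehicle and 100% = wells lacking enzyme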
Wee1 stabilizer: inhibitors of human Wee1 degradation; P30291; HeLa Luc-Wee1K328M stability, luciferase luminescence; 100% = proteasome inhibitor MG132 effect; reporter increase, % at 5 µM; 220,000 compounds, 1.2% hits;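 active means activation above the mean of all tested compounds plus 3 SD, set per screening run, cut at about 8.8% in these data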;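 further: cells exposed to compound for 20 h before luminescence read; 0% = DMSO alone and 100% = MG132 at 30 µM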
* = called active by the depositor; . = no result given; [ ] = remark or other dose.

SMILES	Mdm2 ligase inh	hK5 inh	Rad51 HR inh	14-3-3 Bad inh	eIF4E-4G inh	FXIa inh 1536	FXIIa inh	p97 inhibitor	Wee1 stabilizer
CCOC(=O)C1(CC2CC2)CCN(C(=O)c2cc(C3CC3)nc3ccccc23)CC1	-8	.	32	-13	1	1	6	-4	7
Cc1cccc(C)c1NC(=O)CSc1nnc(Cc2ccccc2)o1	1	-10	-1	-2	4	4	14	0	2
CCOC(=O)C1=NOC(Cn2cc(C#N)c(=O)n(C)c2=O)C1 (stereo not drawn)	-4	-4	-11	-12	2	-5	7	-1	1
O=C(c1ccc2c(c1)OCO2)[C@@H]1[C@@H]2C(=O)N(C3CCCCC3)C(=O)[C@@H]2C2c3ccccc3C=CN21 (stereo partly drawn)	-1	-14	-5	-18	-5	6	12	5	-2
COc1ccccc1-c1n[nH]c2c1[C@H](C)CC[C@H]2C(C)C	-1	-16	6	8[fluorescence artefact?]	-3[fluorescence artefact?]	5	17	-1	-3
N#Cc1nc(COc2ccc(Cl)cc2)oc1N1CCN(Cc2ccccc2)CC1	-3	6	6	-5	2	-8	-5	-12	1
COC(=O)CSc1nc(C)c(C(=O)Nc2ccccc2C)c(-c2ccc(Cl)cc2)c1C#N	6	-1	-9	-4[fluorescence artefact?]	9	2	5	5	1
Cc1ccc(NC(=S)N(CCN2CCOCC2)Cc2cc3cc4c(cc3[nH]c2=O)OCCO4)cc1	-7	0	15	-5	-1	0	3	5	-1
CCOc1ccccc1C(=O)Nc1ccc(-n2nncc2C(C)(C)C)cc1	-6	-9	7	-4	3	-5	0	0	0
CC(C)c1ccccc1NC(=O)COC(=O)CCN1C(=O)/C(=C\C=C\c2ccccc2)SC1=S	1	-10	-18	-4	4	7	14	3	-2
Cc1ccccc1Cn1cc(NC(=O)c2noc3c2CC(C(C)(C)C)CC3)cn1 (stereo not drawn)	-12	9	6	-5	-4	7	12	-7	-3
CC1CCN(c2nc3ccc(C(=O)N4CCN(Cc5ccc6c(c5)OCO6)CC4)cc3s2)CC1	-25	-2	.	4	2	3	5	-9	-2
CCc1ccc(-c2cc(C(=O)NCc3ccccn3)c3ccccc3n2)cc1	-11	-13	-1	0	5	2	7	1	1
CC(=O)NCc1ccc(C(=O)CCl)cc1	-9	2	6	-1	1	-1	6	2	-1
CCOc1ccc(NC(=O)NC(=O)N(C(C)C)S(C)(=O)=O)cc1	-7	14	-2	-5	0	-4	3	0	0
CCOC(=O)C1CCN(S(=O)(=O)c2ccc(C)c(C)c2)CC1	17	2	2	-7	3	-1	10	1	-1
CCCCn1c(=O)c(CCC(=O)OCC(=O)Nc2cccc3ccccc23)nc2ccccc21	-13	-10	.	3	-2	19	30	4	0
Cc1cc(F)ccc1NC(=O)C(C)n1c2ccccc2c2nc(=O)cc(C)n21 (stereo not drawn)	-5	0	.	4	-4	-1	7	2	1
Clc1ccc(-c2ccnc(Oc3cc(Cl)ccc3Cl)n2)cc1	-11	-29	-15	-11	-17	-20	-20	-8	-1
CC(=O)c1cc(CN2CCN(C(C)C)C(CCO)C2)cs1 (stereo not drawn)	-4	.	-1	-5	5	3	13	3	-2
CCCCOC(=O)CSc1nc(N)c(C#N)c(-c2ccc(OC)cc2)c1C#N	-6	-22	-5	-18[fluorescence artefact?]	-4[fluorescence artefact?]	-8	-14	5	-1
CC1CCC(N2CCNCC2)CC1 (stereo not drawn)	2	1	4	-2	-2	-2	3	7	2
CSc1ccc2nnc(-c3cccc(F)c3)n2n1	1	-7	7	.	.	0	17	4	-4
Nc1cc(Cl)nc(N/N=C/c2c(O)ccc3ccccc23)n1	-14	-13	4	1	6	4	12	9	4
Cc1ccccc1Cn1nc(C)c(NC(=O)c2noc3c2CCc2ccccc2-3)c1C	-1	26	6	3	2	-15	-3	-2	-2
Cc1ccc(OCC(=O)Nc2ccccc2Sc2ccccc2)c([N+](=O)[O-])n1	-7	-13	5	-24	14[fluorescence artefact?]	6	12	6	-1
CCC(c1nnnn1Cc1ccco1)N(Cc1cc2cc(OC)ccc2[nH]c1=O)C1CCCCC1 (stereo not drawn)	-23	-43	-10	.	.	-6	-5	0	2
Cc1noc(C)c1S(=O)(=O)Nc1ccc(C(=O)NCCc2ccccc2)cc1	-1	3	7	-5	1	10	21	8	6
CC(=O)NC(=S)NNC(=O)CCc1ccccc1	-7	-11	10	-15	-6	-1	4	8	-2
Cn1c(=O)c(C(=O)CN2CCCc3ccccc32)c(N)n(Cc2ccccc2)c1=O	-6	-20	-6	2	-2	-1	3	1	-1

Compound profiles, as listed above:
Record of CCCCOC(=O)CSc1nc(N)c(C#N)c(-c2ccc(OC)cc2)c1C#N = Mdm2 ligase inh: -6; hK5 inh: -22; Rad51 HR inh: -5; 14-3-3 Bad inh: -18[fluorescence artefact?]; eIF4E-4G inh: -4[fluorescence artefact?]; FXIa inh 1536: -8; FXIIa inh: -14; p97 inhibitor: 5; Wee1 stabilizer: -1
Record of Cc1cc(F)ccc1NC(=O)C(C)n1c2ccccc2c2nc(=O)cc(C)n21 (stereo not drawn) = Mdm2 ligase inh: -5; hK5 inh: 0; Rad51 HR inh: .; 14-3-3 Bad inh: 4; eIF4E-4G inh: -4; FXIa inh 1536: -1; FXIIa inh: 7; p97 inhibitor: 2; Wee1 stabilizer: 1
Record of CC(=O)NC(=S)NNC(=O)CCc1ccccc1 = Mdm2 ligase inh: -7; hK5 inh: -11; Rad51 HR inh: 10; 14-3-3 Bad inh: -15; eIF4E-4G inh: -6; FXIa inh 1536: -1; FXIIa inh: 4; p97 inhibitor: 8; Wee1 stabilizer: -2

Just Wee1 stabilizer and FXIa inh 1536 (7 entries from above):
smiles | Wee1 stabilizer | FXIa inh 1536
Nc1cc(Cl)nc(N/N=C/c2c(O)ccc3ccccc23)n1 | 4 | 4
CC1CCN(c2nc3ccc(C(=O)N4CCN(Cc5ccc6c(c5)OCO6)CC4)cc3s2)CC1 | -2 | 3
Cc1ccccc1Cn1cc(NC(=O)c2noc3c2CC(C(C)(C)C)CC3)cn1 (stereo not drawn) | -3 | 7
O=C(c1ccc2c(c1)OCO2)[C@@H]1[C@@H]2C(=O)N(C3CCCCC3)C(=O)[C@@H]2C2c3ccccc3C=CN21 (stereo partly drawn) | -2 | 6
CCc1ccc(-c2cc(C(=O)NCc3ccccn3)c3ccccc3n2)cc1 | 1 | 2
CCOC(=O)C1=NOC(Cn2cc(C#N)c(=O)n(C)c2=O)C1 (stereo not drawn) | 1 | -5
Cc1ccc(OCC(=O)Nc2ccccc2Sc2ccccc2)c([N+](=O)[O-])n1 | -1 | 6

Next entries
SMILES	Mdm2 ligase inh	hK5 inh	Rad51 HR inh	14-3-3 Bad inh	eIF4E-4G inh	FXIa inh 1536	FXIIa inh	p97 inhibitor	Wee1 stabilizer
COc1ccc(C2OC(=O)CC2C(=O)NCc2ccccc2Cl)cc1OC (stereo not drawn)	-37	-5	-1	-1	2	-2	-6	5	-3
CC/C(=N\O)c1ccc(OC)c(OC)c1	-17	-9	14	8	-2	0	10	4	2
CCOC(=O)COc1ccc(S(=O)(=O)N2CCc3ccccc3C2)cc1	3	3	-3	-5	2	-8	-14	-1	-1
CCCCn1c(=O)c2ccccc2c2ccccc2c1=O	-15	-8	25	-5	1	2	14	-3	1
Cc1c2c([n+]3n1CCC3)CC(C)(C)CC2=O	-5	-18	0	0	0	-3	-4	3	-3
O=C(COc1cc(=O)n2c(n1)SCCC2)c1ccccc1	-5	1	1	-3	-8	-2	11	-5	0
COc1ccc(-c2cn3cccnc3n2)cc1Br	-1	-32	8	-2[fluorescence artefact?]	19	6	3	2	1
COc1ccc(C(=O)NCC(=O)N/N=C/c2c(C)[nH]c3ccccc23)cc1OC	-5	-1	-13	4	2	0	-1	11	-3
COc1ccc(CCN=Cc2c(C)[nH]n(-c3ccc([N+](=O)[O-])cc3)c2=O)cc1OC	-16	-2	0	-3	0	-3	0	2	8
CCn1c(CNC(=O)c2ccccc2)nnc1SCC(=O)N1CCN(c2ccccc2)CC1	.	-9	1	0[fluorescence artefact?]	21	8	17	1	-1
COC(=O)C1=C(N)Oc2cc(C)n(C)c(=O)c2C1c1ccc(Cl)cc1 (stereo not drawn)	-18	-19	-6	-9	-1	7	15	2	-1
Cc1ccc(C)n1-c1ccc(C(=O)NC2CCN(Cc3ccccc3)CC2)cc1	-13	-9	.	-3	-5[fluorescence artefact?]	7	13	4	-2
O=C(c1ccco1)N(Cc1cc2ccccc2[nH]c1=O)C1CCCCC1	1	4	-7	1	-1	8	12	0	3
CC(C)(C)c1ccc(Oc2ccc(N)cn2)cc1	-10	-1	6	-7	7	4	8	7	-2
CC1=C(C(=O)Nc2cccc(C)n2)C(c2ccc3c(c2)OCO3)C2=C(CC(c3ccco3)CC2=O)N1 (stereo not drawn)	-14	4	7	16[fluorescence artefact?]	6	-7	-1	-9	1
OCC1(CCOc2ccccc2)CCN(Cc2cn[nH]c2-c2ccc(F)cc2)CC1	-14	.	.	-7	2	0	10	0	-2
CC(C)CC(NC(=O)CCl)c1ccccc1 (stereo not drawn)	9	-15	9	-8	13[fluorescence artefact?]	6	15	2	-1
Cc1nc(CSc2ccc(Cl)cc2)cc(N2CC(C)OC(C)C2)n1 (stereo not drawn)	-13	-4	6	-9	-3	2	2	0	0
CCC(Sc1nc2ncnc(N)c2[nH]1)C(=O)O (stereo not drawn)	-17	-8	-2	-18	-1	-3	8	4	0
CCC(c1nnnn1C1CCCCC1)N(Cc1ccco1)Cc1cc2ccc(OC)cc2[nH]c1=O (stereo not drawn)	-19	-12	-5	0	11	-9	5	7	2
Cc1ccc(CNC(=O)C2CC(c3cc(C(F)(F)F)cc(C(F)(F)F)c3)=NO2)o1 (stereo not drawn)	24	7	7	-6	-8	1	13	.	.
COc1ccccc1NC(=S)NN1CCN(C)CC1	-10	8	7	-12	3[fluorescence artefact?]	4	5	4	0
CCc1ccccc1NC(=O)CC(c1ccc(OC)cc1)n1cccc1 (stereo not drawn)	2	-14	-1	-10	13	6	12	0	3
CCOCCOC(=O)C1=C(C)Nc2ccc(C)cc2S1	-10	-8	-2	-16	-3	-1	19	-3	-3
CCN(CC)S(=O)(=O)c1ccc(N2CCOCC2)c(NC(=O)Cc2ccc(Cl)cc2)c1	-17	-3	2	10[fluorescence artefact?]	4	4	10	-9	0
